BRCA1 expr act: qHTS Assay to Identify Small Molecule Activators of BRCA1 Expression | MCF7-BRCA1-FFLuc reporter, luminescence, 48 h; response scale: scaled: vehicle 0%, 10 µM genistein 100% | Potency, µM (titrated, usually from 46.1 µM), without a hit: at the top dose activation, hits mostly activators | 1.1% of 380,000 active; active = well fitted activation curve with a large enough effect; inconclusive = small, poorly fitted or top-dose-only effect; inactive = no such curve, though single readings can be large or run the other way; also: nearly all actives have a fitted effect of over 80% in size; some results filed as inactive show a strong effect at the top dose
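MCF7-BRCA1-FFLuc cells, 2000/well in phenol-red-free MEM, attached 2 h then treated 48 h at 37 C. Luciferase luminescence read 15 min after reagent; normalized to genistein maximum activation (10microM) and DMSO, concentration-response fitted.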
Starred values were filed as active, the others as inactive; ? = inconclusive; [ ] = another dose, or the depositor's remark. Potency is read from the fitted curve at half-maximal effect.

Structure	BRCA1 expr act
Cc1cc(C(O)c2ncc(-c3ccc(Oc4ccccc4)cc3)[nH]2)ccc1F (centres undefined)	-77%[inhibitor]
CC(=O)Nc1cc(-c2ccoc2)cn2c(-c3ccccc3)cnc12	-6%
O=S(=O)(c1ccccc1)N1CCN(CCOc2ccc(F)cc2)CC1	0%
C[C@@H]1COc2cccc(N3CCC[C@H]3CO)c2S(=O)(=O)N1	11%
O=C1NC(C2CC3C=CC2C3)Nc2ccccc21 (centres undefined)	5%
O=C(c1ccoc1)N1CCN(c2cc(-c3ccccc3)nc3cc(-c4ccccc4)nn23)CC1	-47%
C=C(C)C(=O)Nc1ccc2nn(-c3ccccc3O)nc2c1	2%
Cc1ccccc1S(=O)(=O)NC(=O)C1(C)CCN1C(=O)CC1CCCC1 (centres undefined)	5%
Cc1[nH]ncc1Nc1c(C(C)C)cccc1C(C)C	-5%
COc1cc2nc(N(C)C)nc(NC3CCN(C)CC3)c2cc1OC	-55%

Continued.
Structure	BRCA1 expr act
O=C(NCCNc1ccc([N+](=O)[O-])cc1)c1ccccc1Cl	4%
O=C(COC(=O)Cc1ccc(Cl)cc1Cl)NCc1ccco1	2%
Cc1cccc(CN2[C@H](COC(=O)Nc3ccccc3)C=CS2(=O)=O)c1	4%
COCOCCn1cc(CN2CCS(=O)(=O)N(Cc3ccc(-c4ccc(Cl)nc4)cc3)C(CC(C)C)C2=O)nn1 (centres undefined)	4%
O=C(CCCN1C(=O)C(=Cc2ccc3c(c2)OCO3)SC1=S)Nc1ccc(C(=O)O)c(O)c1	-8%
CN(c1ccc(-c2csc(NC(=O)CCCc3nc4ccccc4c(=O)[nH]3)n2)cc1)S(C)(=O)=O	-10%
CC1=C(C(=O)N(C(C)C)C(C)C)CC(CC(=O)NC(c2ccccc2)c2ccccc2)C(=O)N1Cc1ccc(C(C)(C)C)cc1 (centres undefined)	-59%
CCCNC(=O)c1cc2c(c(-c3cccc(-c4ccc(C#N)cc4)c3)n1)[C@@H](CCO)N(C(=O)CC)C2	16%
COC(=O)c1cc(C)nc(Nc2nc(C(N)Cc3ccc(F)cc3)cs2)n1 (centres undefined)	12%
CCOC(=O)CNC(=O)N(C)[C@H]1C[C@H]2c3[nH]c4ccccc4c3CCN2C(=O)[C@H]1[C@H](C)O	9%

Next compounds follow:
Structure	BRCA1 expr act
CC1(C(=O)NS(=O)(=O)c2ccccc2C(F)(F)F)CCN1C(=O)CC1CCCCC1 (centres undefined)	17%
COc1cc2cncnc2cc1OCCCCC(N)=O	12%
O=C(NC1CCCCC1)c1ccc2ccccc2c1O	?
COc1cc(OC)c(N(C)S(=O)(=O)c2cccc(C(=O)NCc3cccs3)c2)cc1Cl	-10%
COc1ccc(-c2nc(S(=O)(=O)c3ccccc3)c(N3CCN(C)CC3)o2)cc1	-13%
CC(=O)Nc1ccc(-c2ccnc3c2CC(C)(C(=O)NCCN(C)C)O3)cc1 (centres undefined)	23%
Cc1ccc(Cl)cc1-c1cc(C(=O)N2CCc3ccccc3C2)[nH]n1	9%
Cc1ccc2nc(-c3cccc(Br)c3)c(CC3CCCCC3)n2c1	?
CC(=O)Nc1cccc(-c2ccnc3c2CC(C)(C(=O)Nc2ccc4c(c2)OCO4)O3)c1 (centres undefined)	-46%
Cc1ccc(-c2cnc(C(O)c3ccc(Cl)c(F)c3)[nH]2)cc1 (centres undefined)	4%

(next part)
Structure	BRCA1 expr act
Fc1ccc(-c2nc3ccc(Cl)cn3c2Cc2ccccc2C(F)(F)F)cc1	47%
CC(=O)Nc1ccc(/C=C/c2nc3ccccc3s2)cc1	10%
Cc1cnc2nc(-c3ccccc3)ccc2c1	?
COc1ccc(NC(=O)C2c3ccccc3OCC(=O)N2CC(F)(F)F)cc1 (centres undefined)	3%
O=C1Nc2ccccc2N=C(c2ccccc2)C1N(Cc1ccc(F)cc1)C(=O)c1cccnc1 (centres undefined)	0%
SCc1nc2ccc(Cl)cc2[nH]1	-29%
Cc1cc(=O)c2c(N(C)C)cccc2[nH]1	-22%
O=c1[nH][nH]c2c1C(c1cccc(C(F)(F)F)c1)OC(CCc1ccccc1)C2 (centres undefined)	-11%
CCCCCCn1c(=O)n2n(c1=O)C[C@]1(OC(=O)NCc3ccco3)CN(S(=O)(=O)c3ccc(C)cc3)C[C@]1(O)C2	-12%
CCc1nnc(NC(=O)C(NS(=O)(=O)c2ccccc2)C(C)C)s1 (centres undefined)	2%

(more compounds)
Structure	BRCA1 expr act
Cc1cccc(CN2[C@H](COCc3ccccc3)C=CS2(=O)=O)c1	12%
COc1ccccc1/C=C/c1nc2ccccc2o1	0%
CCC[C@H]1CN(c2ccc(OC)cc2)C(=O)[C@@H]1CC(=O)NC	22%
CCCCCCN1CCN(C2CN(Cc3cn(Cc4cccc(Cl)c4)nn3)S(=O)(=O)C2)CC1 (centres undefined)	0%
O=C(NCc1cccc(Cl)c1)C1Cc2c(-c3ccc(Cl)cc3)ccnc2O1 (centres undefined)	-47%
Cc1ccc(-c2nc3c(Cl)cc(C(F)(F)F)cn3c2Cc2ccsc2)cc1	-13%
Nc1cc(Cl)ccc1CN1C(=O)c2ccccc2C1=O	-41%
CCn1c(CC(=O)Nc2ccccc2F)nnc1SCC(=O)NC1=NCCS1	3%
Cc1cccc(-c2cc(N3CCCN(C)CC3)n3nccc3n2)c1	1%
CN(C)C1=C2C=CC=CC2/C(=C2/C=Cc3ccccc32)C=C1 (centres undefined)	-39%

Next part.
Structure	BRCA1 expr act
COc1cccc(NC(=O)C2(C)CCN2Cc2ccccc2Cl)c1 (centres undefined)	-4%
O=C(C[C@@H]1C[C@@H]2c3cc(NS(=O)(=O)c4ccc(F)cc4)ccc3O[C@@H]2[C@H](CO)O1)NCc1ccc(Oc2ccccc2)cc1	-19%
Cc1ccc(CN2C(=O)C(F)(F)Oc3ccccc32)cc1	-7%
COc1cccc(C(NC(C)=O)c2nc(-c3ccc4c(c3)OCO4)cs2)c1 (centres undefined)	-2%
CC(C)(C)CNC(=O)C1(C)CCN1C(=O)C1(c2ccccc2)CC1 (centres undefined)	14%
Clc1cccc(Cc2c(-c3ccco3)nc3ccc(Br)cn23)c1	-7%
COc1ccc(C(=O)N/C(=C\c2cn(S(=O)(=O)N(C)C)c3ccccc23)C(=O)N2CCCC2)cc1	-18%
COc1cccc(NC(=O)CSCc2nc3sc(C)c(C)c3c(=O)[nH]2)c1	2%
O=S1(=O)CC(N2CC=CC2)CN1Cc1cn(Cc2cccc(Cl)c2)nn1 (centres undefined)	11%
Cc1cc(Br)cn2c(Cc3ccccc3)c(-c3cccc(Cl)c3)nc12	-21%

The list continues:
Structure	BRCA1 expr act
COc1cc(Cn2c3ccc(NC(=O)CCc4ccccc4)cc3c(=O)n2C)ccc1F	-42%
COC(=O)[C@]12CCCCC=C1N(CCC1=CCCCC1)C(=O)[C@H](CC(=O)NCCCCc1ccccc1)C2	-62%
COc1cc(OCc2ccccc2)c(CC(=O)O)c([N+](=O)[O-])c1	-19%
CC/C(=N\NC(=O)c1cc(C)oc1C)c1ccc(OC(F)F)cc1	0%
C=CCC1(CC=C)CCCN1C(=O)C1CCC(=O)N(Cc2ccc(Cl)cc2)C1 (centres undefined)	?
COc1ccc(S(=O)(=O)N(C)C[C@H]2Oc3ncc(Br)cc3C(=O)N([C@@H](C)CO)C[C@@H]2C)cc1	-5%
CC(=O)Nc1ccc(S(=O)(=O)N[C@@H](C)C(=O)OCC(=O)c2ccc(Br)s2)cc1	-4%
CC(C)[C@H](NC(=O)c1ccco1)C(=O)Nc1ccc(N2CCCCCC2)cc1	18%
O=C1C(Sc2ccccc2)=C[C@@]2(O)CC[C@@H](O)[C@]1(Sc1ccccc1)[C@H]2O	-3%
O=C(CCNC(=O)c1ccc(Cl)cc1)Nc1cc(C(F)(F)F)ccc1N1CCOCC1	10%

The results go on.
Structure	BRCA1 expr act
CCN(CC)c1ncnc2c1ncn2[C@H]1CN(Cc2ccc(Cl)cc2)C[C@@H](CO)O1	3%
CC=C1OC(n2cnc3c(N)ncnc32)C(O)C1O (centres undefined)	9%
O=C(Nc1ccccc1Cl)c1cc(C2CCCN(C(=O)OCCF)C2)on1 (centres undefined)	9%
CC(O)C(NS(=O)(=O)c1ccc(Cl)cc1)C(=O)OCCOc1ccc(F)cc1 (centres undefined)	-7%
CCOC(=O)C1(C)CCCN1C(=O)c1ccc2ccccc2c1 (centres undefined)	-6%
Cn1c(N)c(C(=O)CN2CCN(S(=O)(=O)c3ccccc3C#N)CC2)c(=O)n(C)c1=O	-2%
COCCNc1oc(/C=C/c2cccc(OC)c2)nc1S(=O)(=O)c1ccccc1	-10%
COCCCN1C(=O)C(CC(=O)NCCc2ccccn2)CC(C(=O)N2CCCCCC2)=C1C (centres undefined)	13%
Cn1c(=O)c2cc(NC(=O)Cc3cccnc3)ccc2n1-c1ccc2ccccc2c1	-61%
CC(=O)N1CCc2cc(NC(=O)C3(C)CCN3Cc3ccccc3OC(F)F)ccc21 (centres undefined)	-52%

Part of the list above in a different format.
SMILES: CC=C1OC(n2cnc3c(N)ncnc32)C(O)C1O (centres undefined)
  BRCA1 expr act: 9%

SMILES: COCCNc1oc(/C=C/c2cccc(OC)c2)nc1S(=O)(=O)c1ccccc1
  BRCA1 expr act: -10%

SMILES: Cn1c(=O)c2cc(NC(=O)Cc3cccnc3)ccc2n1-c1ccc2ccccc2c1
  BRCA1 expr act: -61%

SMILES: CCN(CC)c1ncnc2c1ncn2[C@H]1CN(Cc2ccc(Cl)cc2)C[C@@H](CO)O1
  BRCA1 expr act: 3%

Remaining list, next part
Structure	BRCA1 expr act
NC(c1ccccc1)c1csc(Nc2ccc(S(N)(=O)=O)cc2)n1 (centres undefined)	10%
CC(O)(c1ccc(F)c(F)c1)c1nc(-c2ccc(Cl)cc2)cs1 (centres undefined)	0%
CC1(C(=O)NS(=O)(=O)c2ccc(Cl)cc2)CCN1C(=O)CC1CCCC1 (centres undefined)	0%
CCCCN1C(=O)C(CC(=O)NCc2cccc3ccccc23)CC(C(=O)N(C(C)C)C(C)C)=C1C (centres undefined)	-17%
O=C(c1[nH]c(C(F)(F)F)nc1-c1ccccc1)N1CCN(c2ccccn2)CC1	-33%
O=S(=O)(c1ccccc1)N1CC2CC(Br)C(Br)CC21 (centres undefined)	19%
Cc1cccc(C)c1NC(=O)C1c2ccccc2OCC(=O)N1C1CC1 (centres undefined)	0%
O=NN(Cc1cccnc1)C(=O)NC1CCCCC1	7%
O=S1(=O)C=C[C@H](COCc2ccccc2)N1	12%
COCCNc1nc(NCCN2CCNC2=O)c2sc(-c3ccccc3)cc2n1	-27%

(list continues)
Structure	BRCA1 expr act
C[C@@H]1COc2cccc(N3CCSCC3)c2S(=O)(=O)N1	8%
COc1ccc(NC(=O)C2Cc3c(-c4cccc(C(N)=O)c4)ccnc3O2)cn1 (centres undefined)	-46%
CC1(C(=O)Nc2ccc3nc[nH]c3c2)CCN1C(=O)C1(c2ccccc2)CC1 (centres undefined)	1%
COC(=O)CCCC[C@@H]1O[C@H](CCc2ccccc2)Cc2[nH][nH]c(=O)c21	12%
Cc1ccc2c(C(=O)CNc3nc(C)c(C)s3)c(C)[nH]c2c1	0%
Cc1ccc(S(=O)(=O)Nc2ccc3c(c2)C(=O)N([C@@H](C)CO)C[C@@H](C)[C@@H](CN(C)C(=O)NC2CCCCC2)OCCCC[C@H](C)O3)cc1	10%
O=C1c2ccccc2C(=O)N1C1C=CC=CC=C1	-6%
O=C(NCCN1CCC(n2c(=O)[nH]c3ccccc32)CC1)c1ccccc1C(F)(F)F	8%
CC1(C)N=C(N)N=C(N)N1c1cc(Cl)ccc1Cl	25%
CC(NCC(=O)Nc1ccccc1C(=O)NC1CC1)c1ccc(Cl)cc1 (centres undefined)	-20%

Later entries.
Structure	BRCA1 expr act
COC(=O)c1ccc2nc(-c3cccc(Cl)c3)c(Cc3ccccc3OC)n2c1	-48%
O=C(O)c1c2c(nc3ccc(S(=O)(=O)N4CCC(C(=O)NCc5ccccc5)CC4)cc13)CCCC2	12%
O=C(Cc1ccc(Cl)cc1)NCC(=O)N1CCC2(CC1)NCCc1[nH]cnc12	7%
Cc1cc2nc(-c3ccc(F)cc3)c(Cc3ccsc3)n2c(C)c1Br	-38%
COc1ccc(C(=O)N2CCOC2CNC(=O)C(=O)NCc2ccccn2)cc1 (centres undefined)	4%
Cc1ccc(S(=O)(=O)N2C[C@H]3C(=O)C[C@@H](c4ccccc4)N(S(=O)(=O)c4ccc(C)cc4)[C@H]3C[C@H]2c2cccc(C)c2)cc1	-1%
COC(=O)C[C@H]1C[C@@H]2c3cc(NC(=O)Nc4ccc(F)cc4)ccc3O[C@@H]2[C@@H](CO)O1	-25%
Cc1ccc(S(=O)(=O)N2C[C@@H](C)[C@]3(C2)[C@H](O)[C@H](OC(=O)Nc2cccs2)C[C@H]2C(=O)N(c4ccccc4)C(=O)[C@H]23)cc1	-73%
O=C(Cc1cccc2c(=O)cc(-c3ccccc3)oc12)OCCN1CCOCC1	19%
O=C(CC[C@H]1O[C@@H](n2cnc3c(NC(=O)c4ccccc4)ncnc32)[C@H](O)[C@@H]1O)NCc1ccc(OC(F)(F)F)cc1	14%
CCC(c1nnnn1-c1c(C)cccc1C)N1CCN(c2ccccn2)CC1 (centres undefined)	0%
CC(=O)N1CCN(S(=O)(=O)c2cccc(C(=O)OCc3ccc(F)cc3)c2)CC1	-10%

Screens as filed in PubChem.

A portion of the library. The share of hits here may be higher or lower than overall.
